CBFb RUNX1 block: CBF-beta/RUNX1 interaction disruption | Q01196+Q13951 | AlphaScreen CBFb-His/RUNX1-biotin binding, biochemical | Potency, µM (titrated, usually from 59.8 µM), inactives show at the highest dose activity, negative = inhibition, usual class: inhibitors | 230,000 tested, under 10 active | AID 1477; note: % of control where 0% means no effect
Target sequence (Q01196 whole entry, looked up): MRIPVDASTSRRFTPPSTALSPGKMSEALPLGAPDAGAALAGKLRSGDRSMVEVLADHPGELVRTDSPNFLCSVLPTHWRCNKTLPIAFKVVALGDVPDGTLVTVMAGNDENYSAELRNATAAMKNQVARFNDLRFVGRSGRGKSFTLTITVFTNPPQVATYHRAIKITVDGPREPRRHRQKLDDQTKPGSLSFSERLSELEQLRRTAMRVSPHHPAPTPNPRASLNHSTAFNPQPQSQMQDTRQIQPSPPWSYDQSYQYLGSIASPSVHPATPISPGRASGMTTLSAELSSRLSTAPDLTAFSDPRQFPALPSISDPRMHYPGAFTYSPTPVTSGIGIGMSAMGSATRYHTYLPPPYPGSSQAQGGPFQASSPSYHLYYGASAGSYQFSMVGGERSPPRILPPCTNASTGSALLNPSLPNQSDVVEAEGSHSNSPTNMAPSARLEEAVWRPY
Target sequence (Q13951 whole entry, looked up): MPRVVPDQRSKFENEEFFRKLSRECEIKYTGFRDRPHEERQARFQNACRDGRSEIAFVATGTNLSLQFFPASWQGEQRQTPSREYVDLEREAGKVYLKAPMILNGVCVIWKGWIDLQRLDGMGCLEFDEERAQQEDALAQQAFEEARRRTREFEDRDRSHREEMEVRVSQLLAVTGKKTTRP
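AlphaScreen proximity signal reports loss of binding between His-tagged CBF-beta and biotin-labelled RUNX1, each at 30 nM. Proteins are pre-associated for 20 minutes, compounds added for 15 minutes, then beads for 90 minutes, all at ambient temperature.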
IMPase Li inh: membrane-permeable IMPase blocker, potentiated with lithium; CHO-M1 cells, IP1 TR-FRET (IP-One), carbachol + lithium; Potency, µM (top dose mostly 59.4 µM), inactives show top-dose activity, negative = IMPase inhibition, usual class: inhibitors; 210,000 compounds, 0.35% hits; AID 1457;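 note: IP1 builds up when IMPase is blocked and the TR-FRET signal falls; potency is the fitted concentration of half-maximal effect; plate controls were basal vehicle for no effect and high inhibitor control for full effect; nearly all actives have a fitted effect of over 50% in size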
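CHO cells stably expressing M1 receptor (2000/well, cultured 16–30 h) treated 30 min at 37C with compound plus low lithium. Cytosolic IP1 by TR-FRET (665/620 ratio and 620 channel) after 10 min lysis; AC50 by Hill fit.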
Luc counter: blocks Kinase-Glo luciferase, a counter-screen artifact; Kinase-Glo luciferase, ATP luminescence, 8 min; Potency, µM (top dose mostly 38.3 µM), for the others: at the highest dose activity change, negative = inhibition, actives largely listed as inhibitors; 200,000 compounds, 0.28% hits; AID 1379; note: potency is the fitted concentration of half-maximal effect; % is set by controls: 0 for no effect and ±100 for the full control effect; nearly all actives have a fitted effect of over 60% in size
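Compound is pinned into ATP-containing buffer (10 uM ATP, imidazole pH 7.2, 7 mM MgCl2). Kinase-Glo luciferase reagent is then added. Light output is recorded following an 8-min room-temperature incubation.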
HTT aggregate: inhibitors of mutant huntingtin aggregate formation in PC12 cells | PC12 HttQ103-GFP aggregates, Acumen cytometry, 40 h | Potency, µM (top dose mostly 46.1 µM), inactives show at the top dose activity change, negative = inhibition, hits mostly inhibitors | 220,000 compounds, 1.1% hits; note: potency is the fitted concentration of half-maximal effect; % is set by controls: 0 for no effect and ±100 for the full control effect; nearly all actives have a fitted effect of over 60% in size
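PC12 cells stably carrying ecdysone-inducible HTT exon 1 Q103–GFP were induced with tebufenozide (100 nM final) and treated with library compounds in titration. GFP aggregates in lysates were counted by laser scanning cytometry.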
NPSR antag: antagonists of human neuropeptide S receptor cAMP signaling. Q6W5P4. CHO-NPSR cells, cAMP TR-FRET, antagonist mode. Potency, µM (series often up to 38.3 µM), for inactives: top-dose activity change, negative = inhibition, usual class: inhibitors. 220,000 compounds, 1% hits. AID 1461; note: potency is the fitted concentration of half-maximal effect; % is set by controls: 0 for no effect and ±100 for the full control effect; nearly all actives have a fitted effect of over 50% in size; many of its hits are not listed in these tables
Target sequence (Q6W5P4 whole entry, looked up): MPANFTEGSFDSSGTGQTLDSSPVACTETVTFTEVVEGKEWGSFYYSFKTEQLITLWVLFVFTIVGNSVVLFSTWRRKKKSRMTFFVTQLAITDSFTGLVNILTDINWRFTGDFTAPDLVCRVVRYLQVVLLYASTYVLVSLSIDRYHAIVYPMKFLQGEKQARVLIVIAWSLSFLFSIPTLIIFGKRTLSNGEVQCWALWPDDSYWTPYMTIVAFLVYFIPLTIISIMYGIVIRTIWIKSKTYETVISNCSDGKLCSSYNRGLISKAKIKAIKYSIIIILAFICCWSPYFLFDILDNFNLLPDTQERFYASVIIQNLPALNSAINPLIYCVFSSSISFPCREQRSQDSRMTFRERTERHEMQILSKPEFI
Epigenetic reg: derepresses silenced GFP reporter in murine cells; AID 1865; murine LDR cells, GFP reporter derepression, 30 h; 280,000 compounds, 0.2% hits; Potency, µM (top dose mostly 53.9 µM), for inactives: at the top dose GFP activation, usual class: activators; note: potency is the fitted concentration of half-maximal effect; % of control where 0% means no effect; nearly all actives have a fitted effect of over 60% in size
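Murine LDR cells carrying a silenced, genomically integrated CMV-driven GFP reporter were exposed to compound for 30 hours at 37 C. After PBS washes, GFP-positive cells (20–120 um objects) were counted by laser-scanning microplate cytometry.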
Lamin A splicing: modulators of lamin A splicing | HeLa LMNA splicing GFP/RFP minigene ratio, 48 h | Potency, µM (top dose mostly 46.1 µM), for the others: at the top dose ratio change, negative = inhibition, actives largely listed as inhibitors | 200,000 compounds, 0.01% hits | AID 1487; active = well fitted inhibition curve with a large enough effect in the signal ratio, with a control signal flat, not every such curve was filed as active; inconclusive = small, poorly fitted or top-dose-only effect, or effect the other way, or a change in a side signal; the % refers to the signal ratio; note: potency is the fitted concentration of half-maximal effect; % is set by controls: 0 for no effect and ±100 for the full control effect
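S3 HeLa stable clones carrying a lamin A-EGFP splicing minigene plus DsRed2 were seeded at 600 cells/well in Opti-MEM with 2% FBS, pin-dosed and incubated 48 h at 37°C. Acumen cytometry (488 nm) gave the GFP/RFP total-intensity ratio.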
Numbers without * were called inactive; ? = inconclusive; . = no result given; & = joins results of further samples; [ ] = remark or other dose. Unless noted, calls come from the whole dose curve; as a rule, active = well fitted curve in the direction sought with a large enough effect; inconclusive = small, poorly fitted or top-dose-only effect, or another doubt; inactive = no such curve, though single readings can be large; an effect the other way counts as inactive or inconclusive. An excerpt; the hit share may differ from the screen's.

SMILES	CBFb RUNX1 block	IMPase Li inh	Luc counter	HTT aggregate	NPSR antag	Epigenetic reg	Lamin A splicing
COCC(C)NC(=O)c1cc(-c2cccc(OC)c2)on1 (configuration not stated)	4.6%	3.2%[38.3 µM]	-5.5%	13.8%	-5.4%[46.1 µM]	-1.1%	13.6%
Cc1nc(C)c(C(=O)C2=C(O)C(=O)N(CCN(C)C)C2c2ccco2)s1 (configuration not stated)	2.4%	.	.	4.6%[9.22 µM]	15.2%	0.1%	.
CCOC(=O)C1CCN(S(=O)(=O)c2ccc(OC)c(OC)c2)CC1	-4.1%	13.2%[38.3 µM]	-1.9%	19.7%	-0.9%[46.1 µM]	-0.7%	-1.3%
CCOC(=O)C1CCN(C(=O)c2cc3cc4cc(OC)ccc4nc3o2)CC1	10.8%	-7.4%	4.1%	1.4%	-8.4%[46.1 µM]	-0.9%	-6.9%
O=S(=O)(NCCn1cccc1)c1ccc2ccccc2c1	-9.1%	-8.4%	1.6%	-14.5%	3.5%	-1.2%	.
Cc1nc2ncnn2c(C)c1Cc1ccc(Cl)cc1F	5.8%[2.36 µM]	-2.4%	4.5%	1.8%	13.7%	-2.4%	-0.3%
CNc1ccccc1C(=O)OCC(=O)c1ccccc1	28.6%[13.1 µM]	1.2%	-8.3%	-21.5%	-0.3%	0.0%[10.1 µM]	1.6%
COc1ccc(CCNC(=O)COc2ccc(S(=O)(=O)N3CCOCC3)cc2)cc1	4.6%	21.8%[38.3 µM]	0.5%	-8.4%	-15.1%[46.1 µM]	2.6%	-9.5%
CC(NC(=O)C(C)N1C(=O)C2C3CC(C(Br)C3Br)C2C1=O)c1ccccc1 (configuration not stated)	-0.1%	-2.8%	1.8%	20.4%	4.5%	-0.9%	-2.4%
CC(=O)N(C)c1nnc(-c2ccccn2)s1	13.8%	-4.2%	-12.9%	-3.5%	9.6%[46.1 µM]	0.1%	-1.3%
O=C(N/N=C/c1ccc(N2CCOCC2)c([N+](=O)[O-])c1)c1ccc(F)cc1	-1.8%	18.7%[38.3 µM]	-1.4%	31.6%	-6.3%[46.1 µM]	1.1%	-7.6%
c1ccc(-c2noc(CN3CCCC(OCc4ccccn4)C3)n2)cc1 (configuration not stated)	10.6%	1.4%	-1.0%	8.7%[9.22 µM]	-15.6%	0.0%	-4.6%[46 µM]
CC(C)CC(=O)Nc1cccc(C(=O)Nc2ccccc2C(=O)O)c1	-7.0%	-6.6%[38.3 µM]	-1.4%	-8.7%	-15.7%[46.1 µM]	0.0%	1.3%
O=C(NCc1nnc(SC/C=C/c2ccccc2)o1)c1ccco1	-1.6%	40.7%[activator][38.3 µM]	2.1%	-5.1%	8.0%[46.1 µM]	-1.5%	0.7%
C/C(=N\NC(=O)COc1ccc(C)cc1[N+](=O)[O-])c1cccs1	-4.2%	-0.1%	0.8%	12.6%	1.3%	0.2%	?
CCN1CCN(C(=O)CCCCCn2c(=O)[nH]c3cc(C(=O)OC)ccc3c2=O)CC1	-2.9%	16.7%[38.3 µM]	16.8%	-10.4%	-11.3%[46.1 µM]	-0.2%	14.9%
CC(C)NC(=O)CN(CCc1ccccc1)S(C)(=O)=O	5.1%	6.0%[38.3 µM]	1.2%	-2.3%	-2.5%[46.1 µM]	0.0%	5.2%
Cc1ccc(-c2nc3sc(C#N)c(N)n3c(=O)c2C#N)cc1	-1.9%	-1.7%	-0.6%	.	-10.0%	?	?
OC(COC(c1ccccc1)c1ccccc1)CN1CCN(c2ccccn2)CC1 (configuration not stated)	-2.6%	14.4%	-1.8%	11.3%	-8.6%	0.7%	?
Cc1cc(C)n(-c2ccc(Cl)c(C(=O)Nc3ccc(OC(F)(F)F)cc3)n2)n1	-3.1%	3.0%	2.4%	-18.0%	8.1%	0.9%	-1.6%
N/C(=N\OC(=O)/C=C/c1ccccc1Cl)c1ccncc1	4.3%	-0.6%	1.1%	14.1%	21.7%	2.3%	.
CCOC(=O)C(=CNc1ccc2c(c1)CCN2C(C)=O)C(=O)OCC	8.1%	.	.	-4.5%[9.22 µM]	23.3%	0.5%	.
Nc1ccccc1C(=O)NCc1ccc(F)cc1	-0.5%	-3.3%	-3.1%	1.0%	19.0%	0.0%	.
Nc1nnc(CC(c2ccccc2)c2ccccc2)s1	0.5%	1.7%[38.3 µM]	-3.0%	7.2%	-3.4%[46.1 µM]	3.1%	-7.7%
CNC(=O)[C@@]1(C)C=C[C@@H](Cc2ccccc2)N1C(=O)OC	7.2%[2.36 µM]	2.8%&3.0%	2.2%&-4.9%	-3.7%	10.9%	-0.5%&4.9%	-4.8%

The list continues:
SMILES	CBFb RUNX1 block	IMPase Li inh	Luc counter	HTT aggregate	NPSR antag	Epigenetic reg	Lamin A splicing
COC(=O)c1cc(NC(=O)c2cccs2)ccc1N1CCOCC1	11.9%	7.9%	1.2%	2.5%[9.22 µM]	-6.2%	-4.6%	.
COc1ccc(Cl)cc1NC(=O)c1cnc2n(c1=O)CCS2	9.3%	-6.7%[38.3 µM]	2.7%	-9.0%	-10.5%[46.1 µM]	0.0%	-7.5%
COC(=O)c1ccc(CNC(=O)CNc2cc(C(F)(F)F)ccc2N2CCOCC2)cc1	-1.2%	-3.3%[38.3 µM]	-3.2%	9.1%	-9.9%[46.1 µM]	0.1%	8.0%
COc1cccc(C(=O)OCC(=O)c2c[nH]c3ccccc23)c1O	3.8%	4.0%	-2.8%	19.4%	-0.1%	-0.1%	-16.4%[46 µM]
CCOC(=O)C1(CCOc2ccccc2)CCN(Cc2cccc3c2OCO3)CC1	-1.5%	23.8%	0.2%	-7.9%[9.22 µM]	-46.7%	18.4%	.
Cc1noc(NS(=O)(=O)c2ccc(N)cc2)c1C	11.7%	11.4%&-1.2%&3.4%&1.5%&-3.2%	-1.2%	2.0%&14.3%	8.9%	0.4%	-3.8%&-7.5%&-9.4%
COC(=O)c1ccc(C(=O)Nc2cc(Cl)ccc2Cl)cc1NC(=O)c1ccc(N(C)C)cc1	14.9%	30.9%[activator][38.3 µM]	2.4%	6.1%	-11.0%[46.1 µM]	-1.1%	1.5%
COc1ccc(CCN(Cc2cc3cccc(C)c3n3nnnc23)C(=O)c2ccncc2)cc1OC	5.8%	11.2%	2.7%	-2.3%[9.22 µM]	1.5%	2.4%	?
COc1ccccc1NC(=O)CSc1nnc(-c2ccco2)n1Cc1ccco1	-0.3%	-5.4%[38.3 µM]	12.1%	-12.8%	-17.3%[46.1 µM]	-1.6%	1.7%
Cc1cc(C)n(CCCC(=O)O)n1	11.9%	0.2%	4.6%	14.9%[9.22 µM]	-13.2%	1.1%	?
CCOc1ccc(-n2c(C)cc(/C=N/NC(=O)C(N)=O)c2C)cc1	-13.7%	4.3%	1.1%	-7.1%	-0.5%	-0.1%	-10.1%[46 µM]
CC(C)(C)c1[nH]nc2c1C(c1ccsc1)C(C#N)=C(N)O2 (configuration not stated)	8.5%	1.3%	-5.5%	1.1%[9.22 µM]	-4.4%	-1.1%	.
CCO[C@H]1OC(C(=O)N2CCN(C)CC2)=C[C@@H](C2CC2)[C@@H]1CCCO	8.5%	-2.6%	.	3.3%[9.22 µM]	-13.1%	2.2%	.
CN(CC1CCCO1)S(=O)(=O)c1ccc(C(=O)N2CCN(c3ccccc3)CC2)cc1 (configuration not stated)	1.3%	6.1%	-3.7%	-15.1%	-4.0%	-0.3%	.
N#Cc1c(C(F)(F)F)cc(-c2ccccc2Cl)[nH]c1=O	27.4%	-15.5%	2.3%	-15.2%	-4.7%[46.1 µM]	-0.9%	-11.8%
COc1cc(C(=O)NNC(=S)Nc2ccc(S(N)(=O)=O)cc2)cc(OC)c1OC	2.2%	12.7%	-1.5%	.	17.1%	2.2%	.
O=C(COc1ccc(S(=O)(=O)NC2CCCCC2)cc1)NCc1ccccn1	-0.4%	-3.4%	-3.6%	-3.9%	-3.7%[46.1 µM]	0.0%	-11.4%
Cc1cccc(C)c1OCCNC(=O)c1ccc2ccccc2n1	6.1%	15.8%	-3.0%	4.1%[9.22 µM]	-18.2%	5.1%	.
CCOc1cc2[nH]c(=S)n(CCCN3CCOCC3)c(=O)c2cc1OCC	2.7%	23.9%[38.3 µM]	-1.3%	-18.3%	-1.2%[46.1 µM]	-0.8%	8.1%
CC(=O)Nc1ccc(S(=O)(=O)Nc2nccc(/C=C/c3ccccc3F)n2)cc1	1.0%	5.3%	2.2%	-2.2%[9.22 µM]	16.7%	-5.6%	.
CCOC(=O)/C=c1\s/c(=C\c2ccc(C)cc2)c(=O)n1CC(=O)NCc1ccco1	-0.5%	-4.4%	2.7%	12.1%	-7.2%	?	0.6%
CCNc1ccccc(C(=O)/C=C/c2ccc3c(c2)OCO3)c1=O	-20.1%	31.1%[38.3 µM]	-6.4%	?	-19.7%[46.1 µM]	3.2%	-1.9%
Clc1ccc2nc(-c3ccccc3)c(CN3CCOCC3)n2c1	-1.1%	3.2%[38.3 µM]	-1.5%	-16.2%	-11.0%[46.1 µM]	-1.2%	-5.5%

Compounds listed so far that contain a furan ring, fused or not (five):
SMILES	CBFb RUNX1 block	IMPase Li inh	Luc counter	HTT aggregate	NPSR antag	Epigenetic reg	Lamin A splicing
Cc1nc(C)c(C(=O)C2=C(O)C(=O)N(CCN(C)C)C2c2ccco2)s1 (configuration not stated)	2.4%	.	.	4.6%[9.22 µM]	15.2%	0.1%	.
CCOC(=O)C1CCN(C(=O)c2cc3cc4cc(OC)ccc4nc3o2)CC1	10.8%	-7.4%	4.1%	1.4%	-8.4%[46.1 µM]	-0.9%	-6.9%
O=C(NCc1nnc(SC/C=C/c2ccccc2)o1)c1ccco1	-1.6%	40.7%[activator][38.3 µM]	2.1%	-5.1%	8.0%[46.1 µM]	-1.5%	0.7%
COc1ccccc1NC(=O)CSc1nnc(-c2ccco2)n1Cc1ccco1	-0.3%	-5.4%[38.3 µM]	12.1%	-12.8%	-17.3%[46.1 µM]	-1.6%	1.7%
CCOC(=O)/C=c1\s/c(=C\c2ccc(C)cc2)c(=O)n1CC(=O)NCc1ccco1	-0.5%	-4.4%	2.7%	12.1%	-7.2%	?	0.6%

Random excerpt: 2 entries already listed
SMILES	CBFb RUNX1 block	IMPase Li inh	Luc counter	HTT aggregate	NPSR antag	Epigenetic reg	Lamin A splicing
N#Cc1c(C(F)(F)F)cc(-c2ccccc2Cl)[nH]c1=O	27.4%	-15.5%	2.3%	-15.2%	-4.7%[46.1 µM]	-0.9%	-11.8%
Cc1noc(NS(=O)(=O)c2ccc(N)cc2)c1C	11.7%	11.4%&-1.2%&3.4%&1.5%&-3.2%	-1.2%	2.0%&14.3%	8.9%	0.4%	-3.8%&-7.5%&-9.4%

Assay outcomes as filed in PubChem BioAssay.
